Bioassay records (PubChem)
mouse EphA4 binding = EphA4 ligand-binding antagonists – biochemical, colorimetric, mouse EphA4, primary screen (AID 689); EphA4-AP binding to KYL peptide, pNPP A405; higher % means a stronger effect; inhibition, % at 10 µM; hits with a dose series show IC50 in µM; actives 0.1% (n = 62,000); in the data active means a potency from the dose series; inactive means the rest, 99 in 100 with inhibition below about 22%
* marks the source's active call; other numbers are inactive results. A portion of the library; the hit share may differ from the screen's.

C=CCN1CC(c2nc3ccccc3n2Cc2ccccc2)CC1=O (stereo not drawn)
- mouse EphA4 binding: 2%

O=C(Nc1cccc(Cl)c1)Nc1nccs1
- mouse EphA4 binding: -8%

O=C(Cn1cccc1C(=O)c1ccccc1)NCc1cccs1
- mouse EphA4 binding: -13%

NC(=O)c1ccsc1NC(=O)C1CCCCC1
- mouse EphA4 binding: -5%

O=C(Cn1nc(C(F)(F)F)c2c1CCCC2)NC1CCCC1
- mouse EphA4 binding: 1%

CC(C)c1ccc(C(=O)CSc2ncn[nH]2)cc1
- mouse EphA4 binding: -10%

CCOc1ccc(C(=O)Nc2cc3nn(-c4ccc(C)cc4)nc3cc2C)cc1[N+](=O)[O-]
- mouse EphA4 binding: 0%

O=C(c1ccc(Cl)c(S(=O)(=O)NCc2ccco2)c1)N1CCN(c2ccc(F)cc2)CC1
- mouse EphA4 binding: -11%

Cc1ocnc1C(=O)Nc1ccc(Cl)cc1
- mouse EphA4 binding: -10%

CC(C)(C)OC(=O)N1CCC[C@H]1c1nnc(SCc2c(Cl)cccc2Cl)o1
- mouse EphA4 binding: 0%

Cc1cc(C)n(-c2nc3ccccc3nc2N2CCN(S(=O)(=O)c3ccc4ccccc4c3)CC2)n1
- mouse EphA4 binding: 27%

COc1ccc(C(=O)N/C(=C/c2ccc(-c3ccc(Cl)cc3)o2)C(=O)N(C)C)cc1
- mouse EphA4 binding: -10%

COc1ccc(NS(=O)(=O)c2cc(C(=O)O)ccc2C)cc1
- mouse EphA4 binding: 2%

O=C(NCc1cccs1)C1CCC(CNS(=O)(=O)c2ccc(Br)s2)CC1 (stereo not drawn)
- mouse EphA4 binding: 9%

CC(=O)NC(C)c1ccc(Cl)c(Cl)c1 (stereo not drawn)
- mouse EphA4 binding: 4%

COC(=O)c1c(C)oc2ccc(OC(=O)C(C)(C)C)cc12
- mouse EphA4 binding: -8%

COc1ccc(OC)c(-n2cnc3cc(C(=O)NCCCN4CCOCC4)ccc32)c1
- mouse EphA4 binding: 1%

COc1ccc(CNC(=O)c2cccs2)cc1
- mouse EphA4 binding: 16%

COCCn1c(CN2CCN(C)CC2)nc2c1c(=O)n(C)c(=O)n2C
- mouse EphA4 binding: -5%

Cc1ccc2cc(C)c(SCC#N)nc2c1
- mouse EphA4 binding: -12%

CCOc1ccccc1NC(=O)C1=C(C)NC(=O)NC1c1cccc(OC)c1OC (stereo not drawn)
- mouse EphA4 binding: -13%

CCCN1C(=O)/C(=C/c2c(NCCCOC(C)C)nc3c(C)cccn3c2=O)SC1=S
- mouse EphA4 binding: 38%

O=C(c1ccco1)N1CCN(C(=O)c2cccc3c2C(=O)N(Cc2cccnc2)C3)CC1
- mouse EphA4 binding: -4%

O=C(COc1ccccc1)NC(NC(=S)Nc1ccccc1C(=O)O)C(Cl)(Cl)Cl (stereo not drawn)
- mouse EphA4 binding: 0%

CCCn1c(CCC(=O)O)ccc1-c1cccs1
- mouse EphA4 binding: -1%

O=C1c2ccccc2C(=O)N1CCc1nc2ccccc2c(=O)n1-c1nccs1
- mouse EphA4 binding: -5%

CCOC(=O)c1cnc2ccc(OC)cc2c1Nc1ccc2c(c1)OCCO2
- mouse EphA4 binding: 14%

Cc1ccc(N2CCN(C(=O)Nc3ccc(Cl)cc3)CC2)cc1
- mouse EphA4 binding: -4%

CC1CCC(Nc2nnnn2-c2ccccc2)CC1 (stereo not drawn)
- mouse EphA4 binding: -14%

COc1nc(-c2ccccc2)ccc1-c1noc(-c2cccnc2)n1
- mouse EphA4 binding: 9%

CC(C)NC(=O)CSc1nnc(-c2ccc(S(=O)(=O)N3CCCC3)cc2)n1CC1CCCO1 (stereo not drawn)
- mouse EphA4 binding: -10%

O=C(O)CCC(=O)Nc1ccc(Br)c(Cl)c1
- mouse EphA4 binding: -4%

Cc1noc(C)c1S(=O)(=O)N1CCCC(C(=O)N2CCC(C)CC2)C1 (stereo not drawn)
- mouse EphA4 binding: -1%

CN(Cc1ccccc1)C(=O)CCn1c(=O)oc2ccccc21
- mouse EphA4 binding: -8%

COc1ccccc1N1CCN(C(=O)Cn2c(=O)[nH]c3ccsc3c2=O)CC1
- mouse EphA4 binding: -12%

Cc1c(NC(=O)/C=C/c2cccs2)c(=O)n(-c2ccccc2)n1C
- mouse EphA4 binding: -7%

COc1ccc(S(=O)(=O)Nc2ccc3ccccc3c2)cc1C
- mouse EphA4 binding: 7%

COc1ccccc1-c1nnc(SCC(=O)N2CCOCC2)n1-c1ccccc1
- mouse EphA4 binding: -4%

Cc1nc2ccccn2c1C(=O)CSc1ccc(Cl)cc1Cl
- mouse EphA4 binding: -11%

O=C1C(=O)N(CCN2CCOCC2)C(c2ccccn2)/C1=C(/O)c1ccc(F)cc1 (stereo not drawn)
- mouse EphA4 binding: -10%

CCn1c(SCc2nc3ccccc3[nH]2)nnc1-c1ccccc1OC
- mouse EphA4 binding: -4%

CCOc1cc(C=C2C(=O)NC(=S)NC2=O)cc(Br)c1OCCOc1ccccc1C
- mouse EphA4 binding: 26%

O=C(c1n[nH]c(=O)c2ccccc12)N1CCN(c2ccc(F)cc2)CC1
- mouse EphA4 binding: 6%

N=c1ncn(CC(O)CO)c2nc(N3CCOCC3)[nH]c12 (stereo not drawn)
- mouse EphA4 binding: -8%

COc1ccc(C2=Nn3c(nnc3C3CCCCC3)SC2)cc1OC
- mouse EphA4 binding: -12%

COc1cccc2[nH]c3c(=O)n(CCN(C)C)cnc3c12
- mouse EphA4 binding: 3%

CCOC(=O)N1CCC(NC(=O)CSCc2cnn(-c3ccccc3)c2-n2cccc2)CC1
- mouse EphA4 binding: -2%

c1ccc(CNC2=NCCCCC2)cc1
- mouse EphA4 binding: -23%

O=C(Cn1cnc2ccccc2c1=O)Nc1nnc(SCc2ccccc2)s1
- mouse EphA4 binding: -8%

O=C(Nc1cccnc1)c1scc2c1OCCO2
- mouse EphA4 binding: -5%

CC(c1cccs1)N(Cc1ccco1)C(=O)Nc1ccc(Cl)c(Cl)c1 (stereo not drawn)
- mouse EphA4 binding: 9%

Cc1cccc(C)c1OC1(c2ccccc2)OC(=O)c2ccccc21 (stereo not drawn)
- mouse EphA4 binding: 6%

COc1ccc(CNC(=O)Cc2ccc(OC)c(S(=O)(=O)N3CCOCC3)c2)cc1
- mouse EphA4 binding: -5%

CCNC(=O)c1cc(Br)ccc1Cl
- mouse EphA4 binding: -26%

COC1(OC)C(=N/O)/C(=N\O)CCC1O (stereo not drawn)
- mouse EphA4 binding: -5%

C/C(=N\NC(=S)Nc1ccc(F)cc1)C1CC1
- mouse EphA4 binding: 10%

COC(=O)c1c(C)oc2ccc(OCc3cccc(Br)c3)cc12
- mouse EphA4 binding: 4%

COC(=O)c1cc(NC(=O)COc2ccc([N+](=O)[O-])cc2)cc(C(=O)OC)c1
- mouse EphA4 binding: 3%

COc1cc(Br)cc(CN2CCN(C/C=C/c3ccccc3)CC2)c1O
- mouse EphA4 binding: -10%

O=c1[nH]c(CN2CCc3ccccc32)nc2scc(-c3cccs3)c12
- mouse EphA4 binding: 2%

COc1cc(NC(=O)c2cc(C)on2)cc(OC)c1OC
- mouse EphA4 binding: -14%

CCN(CC)CCCNC(=O)Cc1c(C(=O)O)n(C)c2ccccc12
- mouse EphA4 binding: -17%

O=C(NCCc1ccccc1)c1cccs1
- mouse EphA4 binding: -3%

COc1ccc(-c2cc(C(N)=O)nc(N3CCCCCC3)n2)cc1
- mouse EphA4 binding: -3%

CC(C)(C)c1ccc(S(=O)(=O)NCc2ccc(C(=O)N3CCOCC3)cc2)cc1
- mouse EphA4 binding: -3%

CCOC(=O)c1[nH]c2ccccc2c1NC(=O)CC(C)(C)C
- mouse EphA4 binding: -22%

O=C(COc1ccccc1)N(Cc1ccco1)C1CCS(=O)(=O)C1 (stereo not drawn)
- mouse EphA4 binding: -15%

Cc1ccc(C(=O)N/C(=C\c2ccccc2)C(=O)NCc2ccncc2)cc1
- mouse EphA4 binding: -9%

CCOC(=O)C(CC)Sc1ncnc2c1nnn2-c1ccc(F)cc1 (stereo not drawn)
- mouse EphA4 binding: -1%

COc1ccc(/C=C/C(=O)NC(=S)Nc2ccc(S(=O)(=O)N=C(N)N)cc2)cc1
- mouse EphA4 binding: -11%

Cc1ccc(OCCNC(=O)c2ccc(Br)cc2)cc1
- mouse EphA4 binding: 3%

COc1cc2c(C(=O)N3CCN(C)CC3)c(C)n(-c3ccccc3)c2cc1Br
- mouse EphA4 binding: -23%

Cc1ccc(Cl)cc1Nc1nc(-c2sc(NC(=O)c3ccco3)nc2C)cs1
- mouse EphA4 binding: 3%

O=C(CNc1cccc(Cl)c1)c1ccc([N+](=O)[O-])cc1
- mouse EphA4 binding: 0%

c1cncc(C(c2nnnn2C2CCCC2)N2CCN(Cc3ccc4c(c3)OCO4)CC2)c1 (stereo not drawn)
- mouse EphA4 binding: -18%

O=C(NCCN1CCN(c2ccccc2F)CC1)C1CCCN(S(=O)(=O)c2cnc[nH]2)C1 (stereo not drawn)
- mouse EphA4 binding: -4%

CC1=NN(c2ccc(Br)cc2)C(=O)/C1=C/c1cccs1
- mouse EphA4 binding: -2%

O=C(CN(Cc1ccc(F)cc1)C(=O)C1CSC(=O)C1)NC1CCCCC1 (stereo not drawn)
- mouse EphA4 binding: 0%

O=C(O)CCC(=O)Nc1ccc(-c2nnc(-c3ccco3)o2)cc1
- mouse EphA4 binding: -2%

COc1cccc(NC(=O)NC2CCN(Cc3nnnn3Cc3ccc(F)cc3)CC2)c1
- mouse EphA4 binding: -17%

Cc1nn(C)c(Cl)c1NC(=O)OCc1ccc(Cl)cc1Cl
- mouse EphA4 binding: -8%

Cc1cc(C(F)F)n2nc(C(=O)O)nc2n1
- mouse EphA4 binding: 4%

C=CCNc1cc(C)oc(=O)c1C(=O)CCC
- mouse EphA4 binding: -8%

O=C(c1coc2ccccc2c1=O)N1CCN(c2cccc(C(F)(F)F)c2)CC1
- mouse EphA4 binding: -6%

NC(=O)c1ccc(C(F)(F)F)n(Cc2ccccc2Cl)c1=O
- mouse EphA4 binding: -7%

C=C(C)COc1ccc(-c2[nH]ncc2-c2ccccc2OC)c(O)c1
- mouse EphA4 binding: -4%

COc1ccccc1NC(=O)C(Cc1c[nH]c2ccccc12)NC(=O)Oc1ccccc1 (stereo not drawn)
- mouse EphA4 binding: -2%

CC(=O)CCc1ccc2oc(C(=O)O)c(C)c2c1
- mouse EphA4 binding: -9%

CC(C)C(NS(=O)(=O)c1cccs1)C(=O)N1CCc2ccccc2C1 (stereo not drawn)
- mouse EphA4 binding: -5%

C/C(=N/NC(=O)c1cccs1)c1ccc(NC(=O)COc2ccc(Cl)cc2Cl)cc1
- mouse EphA4 binding: -8%

CN(C)S(=O)(=O)c1ccc(NC(=O)COC(=O)c2ccccn2)cc1
- mouse EphA4 binding: -18%

COc1ccccc1NC(=S)NCCc1ccc(Cl)cc1
- mouse EphA4 binding: -4%

CC(C)(C)n1ncc2c(=O)n(Cc3ccc(Cl)cc3Cl)cnc21
- mouse EphA4 binding: -4%

CCCS(=O)(=O)N1CCc2cc(OC)c(OC)cc2C1
- mouse EphA4 binding: -3%

CN(C)CCCNc1oc(-c2ccccc2)nc1C#N
- mouse EphA4 binding: -13%

CC(C)(C)c1cc(C(=O)N2CCc3ccccc32)ccn1
- mouse EphA4 binding: 2%

O=C(NC1CCCC1)c1ccc2nc(-c3ccco3)c(-c3ccco3)nc2c1
- mouse EphA4 binding: 19%

Cc1cc(C)n2nc3ccccc3c2n1
- mouse EphA4 binding: -13%

CCCOc1ccc(-c2nnc(-c3ccco3)o2)cc1
- mouse EphA4 binding: -2%

O=C(Nc1ccc2c(c1)OC1(CCCC1)O2)C1CC1
- mouse EphA4 binding: -4%

Cc1ccc(CN2CCN(/N=C/c3cc(Br)ccc3O)CC2)cc1
- mouse EphA4 binding: -7%

COc1ccc2cc3cc(C(=O)NC(C)C)oc3nc2c1
- mouse EphA4 binding: -24%

COc1cc(=O)[nH]c(=O)n1C(=O)Cc1ccccc1
- mouse EphA4 binding: -18%

Cc1cc(Nc2nnnn2-c2ccccc2)n(-c2ccccc2)n1
- mouse EphA4 binding: -2%

CNC(=S)N1CCN(c2ccc([N+](=O)[O-])cc2)CC1
- mouse EphA4 binding: -5%

O=C(Nc1cccnc1)C1CCN(S(=O)(=O)c2cccc3nonc23)CC1
- mouse EphA4 binding: -3%

CSc1nc(=O)n(C)c(C)c1C(C)=O
- mouse EphA4 binding: 12%

COc1ccc(C(=S)N2CCCC2)cc1OC
- mouse EphA4 binding: -28%

Cn1c(CO)nc2cc(N)ccc21
- mouse EphA4 binding: -5%

O=C(O)Cc1sc(-c2ccc(Cl)cc2)nc1-c1ccccc1
- mouse EphA4 binding: -24%

C=CCNC(=O)C(=O)NCC1CCCO1 (stereo not drawn)
- mouse EphA4 binding: 11%

For convenience, 18 of the compounds above.
CCCS(=O)(=O)N1CCc2cc(OC)c(OC)cc2C1
- mouse EphA4 binding: -3%

CN(C)CCCNc1oc(-c2ccccc2)nc1C#N
- mouse EphA4 binding: -13%

CC(C)(C)c1cc(C(=O)N2CCc3ccccc32)ccn1
- mouse EphA4 binding: 2%

O=C(NC1CCCC1)c1ccc2nc(-c3ccco3)c(-c3ccco3)nc2c1
- mouse EphA4 binding: 19%

Cc1cc(C)n2nc3ccccc3c2n1
- mouse EphA4 binding: -13%

CCCOc1ccc(-c2nnc(-c3ccco3)o2)cc1
- mouse EphA4 binding: -2%

O=C(Nc1ccc2c(c1)OC1(CCCC1)O2)C1CC1
- mouse EphA4 binding: -4%

Cc1ccc(CN2CCN(/N=C/c3cc(Br)ccc3O)CC2)cc1
- mouse EphA4 binding: -7%

COc1ccc2cc3cc(C(=O)NC(C)C)oc3nc2c1
- mouse EphA4 binding: -24%

COc1cc(=O)[nH]c(=O)n1C(=O)Cc1ccccc1
- mouse EphA4 binding: -18%

Cc1cc(Nc2nnnn2-c2ccccc2)n(-c2ccccc2)n1
- mouse EphA4 binding: -2%

CNC(=S)N1CCN(c2ccc([N+](=O)[O-])cc2)CC1
- mouse EphA4 binding: -5%

O=C(Nc1cccnc1)C1CCN(S(=O)(=O)c2cccc3nonc23)CC1
- mouse EphA4 binding: -3%

CSc1nc(=O)n(C)c(C)c1C(C)=O
- mouse EphA4 binding: 12%

COc1ccc(C(=S)N2CCCC2)cc1OC
- mouse EphA4 binding: -28%

Cn1c(CO)nc2cc(N)ccc21
- mouse EphA4 binding: -5%

O=C(O)Cc1sc(-c2ccc(Cl)cc2)nc1-c1ccccc1
- mouse EphA4 binding: -24%

C=CCNC(=O)C(=O)NCC1CCCO1 (stereo not drawn)
- mouse EphA4 binding: 11%
